CXCR6 block – inhibitors of human CXCR6 receptor; CHO-K1 PathHunter CXCR6 beta-arrestin, luminescence; AID 602244; 360,000 tested, 0.36% active; inhibition, % at 20 µM; in the data active = inhibition above about 34%, passing the limit was not always enough;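 also: antagonist mode with CXCL16 agonist at 10 nM final; 0% = 10 nM CXCL16 with DMSO and 100% = unstimulated wells without agonist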
CCR6 antag – CCR6 (human) receptor antagonism; 340,000 tested, 0.49% active; CHO-K1 CCR6 PathHunter beta-arrestin, luminescence, CCL20-stimulated; inhibition, % at 20 µM;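 active = compounds whose inhibition of the agonist-driven luminescence signal at 20 µM reaches about 50%, limit read from the data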;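 also: cells stimulated with CCL20 at 14 nM final; plate controls were DMSO with CCL20 for no effect and DMSO without agonist for full effect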
Target sequence (P51684 whole entry, looked up): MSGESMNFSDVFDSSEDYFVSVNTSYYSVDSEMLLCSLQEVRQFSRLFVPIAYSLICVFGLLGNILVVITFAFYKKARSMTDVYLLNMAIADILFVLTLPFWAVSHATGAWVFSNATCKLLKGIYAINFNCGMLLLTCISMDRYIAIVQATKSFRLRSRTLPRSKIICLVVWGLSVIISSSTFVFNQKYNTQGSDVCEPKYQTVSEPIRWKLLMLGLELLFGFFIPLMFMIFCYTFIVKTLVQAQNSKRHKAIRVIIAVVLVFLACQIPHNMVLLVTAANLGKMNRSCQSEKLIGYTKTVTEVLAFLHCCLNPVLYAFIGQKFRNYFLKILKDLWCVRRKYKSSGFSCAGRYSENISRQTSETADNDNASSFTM
APJ agonist – agonists of human APJ apelin receptor. 330,000 tested, 0.11% active. activation, % at 20 µM. P35414. AID 2520. CHO-K1 APJ PathHunter beta-arrestin, luminescence; 0% DMSO wells, 100% apelin;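 active = activation more than six SD over the plate average, tested at 20 µM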;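 also: 0% = DMSO alone and 100% = apelin-13 at 10 nM; some results filed as inactive read as strong as hits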
Target sequence (P35414 whole entry, looked up): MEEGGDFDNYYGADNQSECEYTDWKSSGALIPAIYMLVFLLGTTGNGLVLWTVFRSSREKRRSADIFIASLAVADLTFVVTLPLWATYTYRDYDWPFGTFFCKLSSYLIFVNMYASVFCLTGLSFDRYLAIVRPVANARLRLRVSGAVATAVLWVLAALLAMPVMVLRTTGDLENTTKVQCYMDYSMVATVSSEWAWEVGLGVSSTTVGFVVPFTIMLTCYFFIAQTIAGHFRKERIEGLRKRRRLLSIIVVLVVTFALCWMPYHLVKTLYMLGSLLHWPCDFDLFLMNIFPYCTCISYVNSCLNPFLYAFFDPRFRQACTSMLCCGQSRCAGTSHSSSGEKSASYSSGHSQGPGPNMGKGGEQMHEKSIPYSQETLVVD
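assay system = CHO-K1 APJ beta-arrestin complementation cell line | input = cell density 1000 per well | dosing = compound 20 µM once, DMSO 1% | timing = compound 90 min 25 °C, reagent 1 h | measured by = luminescence from split beta-galactosidase complementation, Galacton Star/Emerald II substrate | read-out basis = APJ agonist activity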
UPR XBP1 act – adaptive UPR (XBP1) activation; CHO-XBP1 luciferase reporter, IRE1-XBP1 UPR activation, luminescence; percent of tunicamycin response, DMSO as zero; activation, % at 20 µM; 330,000 tested, 0.33% active;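 active = versus positive control, 20 µM dose yields 30% or more activation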;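 also: 100% = tunicamycin at 10 µg/mL and 0% = DMSO only wells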
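incubation = overnight seeding at 37 °C, 6 h compound treatment at 37 °C | assay system = CHO-XBP1 cells stably carrying IRE1-XBP1-driven luciferase reporter | input = 1000 cells per well | detection = luciferase luminescence | dosing = single point, 20 µM final compound, 1% DMSO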
UPR CHOP act – apoptotic UPR (CHOP) activation. activation, % at 10 µM. 330,000 tested, 0.34% active. CHO-CHOP luciferase reporter, luminescence; percent of tunicamycin response over DMSO baseline. AID 449763;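 active = at 10 µM dose, activation of 40% or more, normalized to positive control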;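 also: 100% = tunicamycin at 10 µg/mL and 0% = DMSO alone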
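System: CHO-CHOP luciferase reporter cell line | Buffer or medium: F12 medium containing 10% fetal bovine serum | Doses: One dose, 10 µM in 0.5% DMSO | Times: 6 h compound exposure at 37 °C after overnight seeding | Signal: Luciferase luminescence | Read-out: % activation vs tunicamycin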
Mdm2 MdmX PPI – inhibitors of human Mdm2/MdmX interaction; SaOS-2 split-luciferase Mdm2/MdmX complementation, luminescence; AID 485346; inhibition, % at 8 µM; O15151+Q00987; 330,000 tested, 3% active;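 active = inhibition of at least 50% at 8 µM in the primary screen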
tim23-1 inh – tim23-1 yeast growth inhibition. inhibition, % at 20 µM. 330,000 tested, 1.3% active. S. cerevisiae tim23-1 growth, BacTiter-Glo luminescence, 24 h;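 active = growth inhibition of the mutant yeast at or above 50%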;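 also: temperature-sensitive mutant grown at 25 °C; plate controls were DMSO-treated mutant yeast for no effect and medium wells lacking yeast for full effect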
EBI2 block – EBI2 (human) antagonism | 360,000 tested, 0.81% active | EBI2 beta-arrestin recruitment, luminescence, 7a,25-OHC stimulated | inhibition, % at 5 µM | P32249 | AID 651636; in the data active = inhibition above about 38%;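 also: enzyme fragment complementation signal reports receptor beta-arrestin coupling in cells; 0% = agonist plus DMSO wells and 100% = wells without agonist; some results beyond the cut were filed as inactive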
Target sequence (P32249 whole entry, looked up, the tested form may be a part): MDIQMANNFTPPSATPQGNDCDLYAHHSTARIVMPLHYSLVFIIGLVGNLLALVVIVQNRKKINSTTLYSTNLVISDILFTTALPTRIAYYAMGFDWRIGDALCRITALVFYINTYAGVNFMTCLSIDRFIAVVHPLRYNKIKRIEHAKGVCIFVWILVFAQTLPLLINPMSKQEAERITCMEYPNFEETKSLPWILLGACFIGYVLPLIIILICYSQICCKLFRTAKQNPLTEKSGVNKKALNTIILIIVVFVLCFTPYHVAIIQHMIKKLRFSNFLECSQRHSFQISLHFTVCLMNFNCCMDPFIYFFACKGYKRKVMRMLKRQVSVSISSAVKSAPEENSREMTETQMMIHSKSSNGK
APJ antagonist – antagonists of human APJ apelin receptor | P35414 | CHO-K1 APJ beta-arrestin complementation, luminescence | inhibition, % at 20 µM | 330,000 tested, 0.32% active | AID 2521;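 active = inhibition above about 40% at 20 µM, limit read from the data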;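 also: cells challenged with 10 nM apelin-13 agonist together with compound; plate controls were apelin-13 plus DMSO wells for no effect and DMSO wells lacking apelin-13 for full effect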
Numbers without * were called inactive; / = not tested or not shown.

no.	Molecule	tim23-1 inh	UPR CHOP act	CCR6 antag	Mdm2 MdmX PPI	EBI2 block
1	Cc1c(Cl)cccc1Nc1nc(N)nc(CSc2ncccn2)n1	-2	1.4	-3	-18	-6
2	O=C(CN1C(=O)COc2ccc(S(=O)(=O)N3CCCC3)cc21)Nc1cccc(F)c1	-4	2.4	6	11	11
3	CC(=O)OCC1=C(C(=O)O)N2C(=O)C(NC(=O)Cn3nc(C(F)F)c(Cl)c3C)C2SC1 (configuration not stated)	8	0.0	-7	8	-11
4	CCNC(=S)N1CCN(c2ccc([N+](=O)[O-])cc2)CC1	9	-3.3	-16	3	-11
5	CCn1c(SCC(N)=O)nnc1-c1ccc2c(c1)OCO2	5	-0.8	-14	-33	-6
6	CCc1nc(SCC(=O)Nc2ccc(Br)cn2)n[nH]1	-6	0.1	/	-11	-4
7	Cc1ccc(S(=O)(=O)NCCC(=O)Nc2nnc(C)s2)cc1	11	-0.7	-2	7	-9
8	CCn1nccc1C(=O)Nc1ccc(Cl)cc1Cl	11	1.2	6	9	9
9	CC(C)c1cccc(-c2ccc3c(c2)S(=O)(=O)c2cccc(C(=O)NCc4ccccc4Cl)c2C3=O)c1	-8	49*	1	89*	1
10	COc1cccc(S(=O)(=O)NCC(=O)Nc2ccc(C(C)(C)C)cc2)c1	20	0.2	11	-8	-1

no.	APJ agonist	APJ antagonist	CXCR6 block	UPR XBP1 act
1	-1	-12	-12	2
2	0	24	8	-8
3	-3	9	2	5
4	0	2	6	-3
5	0	3	-3	0
6	-1	0	1	-2
7	-3	7	3	-2
8	-2	2	4	4
9	1	4	-18	99*
10	-1	5	-8	-3

Marked active in Mdm2 MdmX PPI, of those listed so far:
item	molecule	CCR6 antag	Mdm2 MdmX PPI	EBI2 block	APJ agonist	APJ antagonist	CXCR6 block
9	CC(C)c1cccc(-c2ccc3c(c2)S(=O)(=O)c2cccc(C(=O)NCc4ccccc4Cl)c2C3=O)c1	1	89*	1	1	4	-18

The listing continues.
no.	Molecule	tim23-1 inh	UPR CHOP act	CCR6 antag	Mdm2 MdmX PPI	EBI2 block
11	COc1ccc(OC)c(S(=O)(=O)NCc2cccnc2)c1	12	-2.0	1	7	-3
12	O=C(O)C1C2CCC(O2)C1C(=O)Nc1ccccc1Br (configuration not stated)	6	-0.6	-4	23	-1
13	COc1ccc(Cl)cc1C(=O)Nc1ccccc1N1CCN(C(=O)C(C)C)CC1	29	-0.1	11	17	25
14	CC1CCN(C2CCN(S(=O)(=O)c3ccc(F)cc3)CC2)CC1	6	-0.3	5	11	-3
15	CC(=O)N[C@H](Cc1c[nH]c2ccccc12)C(=O)O	10	2.0	3	19	-3
16	COc1ccc(C(=O)NC2CCCc3ccccc32)cc1OC1CCN(C(C)=O)CC1 (configuration not stated)	-3	-0.3	12	-2	-10
17	CC(Cc1c[nH]c2ccccc12)C(=O)O (configuration not stated)	-11	-0.9	7	-16	-8
18	CCOc1ccc(C=NCC(O)c2ccccc2)cc1 (configuration not stated)	-4	0.7	-7	0	3
19	CCn1nnc(-c2ccccc2NC(=O)c2cnccn2)n1	-8	0.0	-10	6	-8
20	O=C(Nc1ccccn1)c1ccc(Cl)s1	8	3.5	4	-36	-2

no.	APJ agonist	APJ antagonist	CXCR6 block	UPR XBP1 act
11	-1	5	-5	0
12	-4	1	3	-6
13	2	11	7	1
14	-2	8	-2	-1
15	2	6	1	-6
16	0	2	0	-1
17	-4	-12	0	2
18	-1	13	-1	6
19	-1	19	4	3
20	-3	2	-6	2

Continuation.
no.	Molecule	tim23-1 inh	UPR CHOP act	CCR6 antag	Mdm2 MdmX PPI	EBI2 block
21	CC1CCC(NC(=O)c2cc(S(=O)(=O)N(C)C)ccc2N2CCCC2)CC1 (configuration not stated)	5	4.1	11	-13	-9
22	Cc1occc1-c1nnc(SCC(=O)c2c[nH]c3ccccc23)n1C	3	-0.8	16	1	4
23	CN1CCN(CC(=O)Nc2cccc([N+](=O)[O-])c2)CC1	2	0.4	-5	19	1
24	COCCNC(=O)CCC(=O)NNc1nc2ccccc2c2nc(C)nn12	10	-2.3	11	-1	-7
25	COc1ccccc1N1CCN(C(c2cccs2)C(C)NC(=O)c2ccncc2)CC1 (configuration not stated)	19	-2.3	5	-1	-4
26	COc1ccc(C(=O)Nc2cccc(C(=O)N/N=C/c3ccc(OC)cc3OC)c2)cc1	17	-4.2	13	16	-1
27	O=C(NCCCN1CCCC1)c1ccc(CS(=O)(=O)c2c(Cl)cccc2Cl)o1	2	-1.9	-11	1	0
28	O=C(Cn1cnc2ccccc2c1=O)c1ccccc1	12	6.9	1	3	-6
29	O=C1NCCCN1Cc1ccc(Cl)cc1	17	-0.3	7	-20	-5
30	Cc1csc(NC(=O)c2ccc(C)s2)n1	17	3.6	8	-81	-1

no.	APJ agonist	APJ antagonist	CXCR6 block	UPR XBP1 act
21	-4	19	-6	6
22	-7	14	6	-1
23	-4	15	-3	4
24	0	-7	-2	4
25	0	-7	6	-2
26	4	-28	-8	-14
27	5	-4	-2	-5
28	-2	10	-1	0
29	0	-18	7	-4
30	-1	11	-5	-2

As entered above.
In CCR6 antag, COc1ccc(C(=O)NC2CCCc3ccccc32)cc1OC1CCN(C(C)=O)CC1 (configuration not stated) shows 12
In tim23-1 inh, O=C1NCCCN1Cc1ccc(Cl)cc1 shows 17
In EBI2 block, Cc1occc1-c1nnc(SCC(=O)c2c[nH]c3ccccc23)n1C shows 4
In EBI2 block, CCOc1ccc(C=NCC(O)c2ccccc2)cc1 (configuration not stated) shows 3
In UPR CHOP act, CCn1nnc(-c2ccccc2NC(=O)c2cnccn2)n1 shows 0.0
In EBI2 block, CCn1nccc1C(=O)Nc1ccc(Cl)cc1Cl shows 9

(more compounds)
no.	Molecule	tim23-1 inh	UPR CHOP act	CCR6 antag	Mdm2 MdmX PPI	EBI2 block
31	O=C(/C=C/c1ccoc1)c1ccccc1O	6	6.1	2	-11	-7
32	Cc1cc(NC(=O)c2cccc(S(=O)(=O)Nc3cccc(C(=O)O)c3)c2)no1	-7	1.1	2	11	-13
33	Cc1nc2ccccc2c(=O)n1/N=C/c1ccc2ccccc2c1O	12	-0.4	0	37	4
34	CN(CC(=O)NNC(=O)CNC(=O)c1ccccc1F)S(=O)(=O)c1ccc(Cl)cc1	-2	-0.2	5	6	2
35	COc1ccccc1CN1C[C@@H]2C[C@@H](c3cccc(C)n3)N3CCC[C@@]23C1=O	16	0.5	18	1	7
36	CC1(C(=O)Nc2nccs2)Cc2ccccc2C(=O)O1 (configuration not stated)	19	0.3	0	-9	-3
37	c1ccc(-c2ccccc2OCCn2cncn2)cc1	4	1.9	-6	-9	2
38	Cc1ccc(S(=O)(=O)NC2=NCN(C3CCCCC3)CN2)cc1	5	0.5	1	-5	-3
39	COc1ccc(/C=C/CN2CCN(Cc3ccccc3)C(CCO)C2)cc1 (configuration not stated)	-6	4.9	-9	-1	4
40	COc1ccc(-c2ccc3c(c2)S(=O)(=O)c2cccc(C(=O)NCCOc4ccccc4Cl)c2C3=O)cc1OC	-10	24	9	95*	7

no.	APJ agonist	APJ antagonist	CXCR6 block	UPR XBP1 act
31	1	15	-5	2
32	1	8	-11	0
33	-4	5	6	9
34	-4	22	7	-3
35	-1	1	-2	0
36	-3	-7	-5	1
37	4	6	-2	-1
38	-3	-4	2	2
39	-5	17	2	0
40	0	0	-1	94*

Whole records as entered above:
COc1ccc(/C=C/CN2CCN(Cc3ccccc3)C(CCO)C2)cc1 (configuration not stated) in the list: tim23-1 inh: -6; UPR CHOP act: 4.9; CCR6 antag: -9; Mdm2 MdmX PPI: -1; EBI2 block: 4; APJ agonist: -5; APJ antagonist: 17; CXCR6 block: 2; UPR XBP1 act: 0
Cc1nc2ccccc2c(=O)n1/N=C/c1ccc2ccccc2c1O in the list: tim23-1 inh: 12; UPR CHOP act: -0.4; CCR6 antag: 0; Mdm2 MdmX PPI: 37; EBI2 block: 4; APJ agonist: -4; APJ antagonist: 5; CXCR6 block: 6; UPR XBP1 act: 9

(listing goes on)
no.	Molecule	tim23-1 inh	UPR CHOP act	CCR6 antag	Mdm2 MdmX PPI	EBI2 block
41	COCCCNC(=O)CCc1nc2cccnc2n1Cc1ccccc1	19	1.5	0	-13	-2
42	CCN(c1ccccc1)S(=O)(=O)c1ccc(C(=O)Nc2ccc(C)cn2)cc1	23	2.9	4	22	-4
43	COc1ccc(C)cc1NC(=O)C1CCN(S(=O)(=O)c2ccccc2)CC1	9	-1.8	-5	19	4
44	CCN(CC)c1ccc(C2C3CCCCC3(O)CCN2C(=O)c2cccs2)cc1 (configuration not stated)	27	2.7	32	-4	-10
45	CC1=C/C(=C(\c2ccc(O)c(C)c2)c2ccccc2S(=O)(=O)O)C=CC1=O	0	0.9	-4	0	4
46	COc1ccc(C(=O)c2cccc(C(=O)c3ccc(OC)c(C)c3)c2)cc1C	-11	-1.2	23	21	11
47	O=C(COc1ccccc1)Nc1ccc2c(c1)nc1n2CCOC1	1	4.3	6	2	-10
48	N/C(=N\c1nc2c(c(=O)[nH]1)CCC2)Nc1cccc2ccccc12	-14	-0.4	0	25	-6
49	CCN(CC)S(=O)(=O)c1ccc(C(=O)Nc2nnc(C(C)C)s2)cc1	5	1.8	12	26	-1
50	O=C(O)CCN1C(=O)/C(=C/c2cn(-c3ccccc3)nc2-c2cccs2)SC1=S	22	-1.2	28	10	8

no.	APJ agonist	APJ antagonist	CXCR6 block	UPR XBP1 act
41	-2	0	-2	-1
42	12	10	2	-3
43	1	6	-3	-8
44	-4	-2	7	1
45	0	-20	-2	-5
46	-4	15	5	-1
47	1	11	-1	3
48	-1	-14	-1	5
49	-3	-4	1	1
50	-3	4	6	-2

Next compounds
no.	Molecule	tim23-1 inh	UPR CHOP act	CCR6 antag	Mdm2 MdmX PPI	EBI2 block
51	COc1ccc(NC(=O)Nc2ccc3c(c2)C(=O)N([C@H](C)CO)C[C@H](C)[C@@H](CN(C)S(C)(=O)=O)O3)cc1	12	1.5	1	16	-5
52	CC(C)CN(/C=N/c1sc2c(c1C#N)CCCCC2)CC(C)C	17	1.0	19	-41	11
53	CC1(C)C(=O)C2(CCCCC2)C(=O)OC1c1cccc([N+](=O)[O-])c1 (configuration not stated)	9	-1.5	18	-2	-2
54	CC(C)CC(=O)N/C(N)=N/c1nc2ccccc2s1	40	1.3	5	-208	5
55	CCc1ccc(N(CC(=O)Nc2ccc(OC)cc2OC)S(C)(=O)=O)cc1	-10	-1.0	-3	8	-13
56	C=C1CCC(C)C(C)(CCC2=CCOC2=O)C/C=C\C=C/1C(=O)O (configuration not stated)	2	-0.7	0	6	6
57	CCC(=O)N1CCc2cc(S(=O)(=O)CCC(=O)N3CCN(c4ccc(F)cc4)CC3)ccc21	23	2.0	-8	17	-9
58	Cc1cccc(NC(=O)c2sc(Cl)nc2C)c1C	7	2.6	12	-38	3
59	COc1ccc2oc(C(=O)OCC(=O)N(CCC#N)c3ccccc3)c(C)c2c1	13	-0.1	-8	21	1

no.	APJ agonist	APJ antagonist	CXCR6 block	UPR XBP1 act
51	-1	11	4	0
52	-2	-1	-1	1
53	-4	3	15	1
54	3	7	-1	-2
55	-1	1	3	0
56	-3	-18	-8	3
57	5	1	4	-5
58	-2	-17	4	1
59	0	-6	6	-2

An excerpt; count on the stated rates, not on these rows.
